VIM-2 inhibitor = blocks Pseudomonas aeruginosa VIM-2 metallo-beta-lactamase; inhibition, % at 5.6 µM; AID 1527; purified VIM-2, nitrocefin hydrolysis, epi-absorbance fluorescence; actives 0.89% (n = 290,000);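 active means inhibition above the mean of all tested compounds plus 3 SD, cutoff set per screening run, cut at about 7.5% in these data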;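 further: red hydrolysis product quenches plate fluorescence so inhibitors raise well fluorescence; 0% = enzyme with DMSO and 100% = DMSO without enzyme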
IDE cell activ = boosts human insulin-degrading enzyme activity in HEK cells; P14735; FAbeta-B cleavage, fluorescence polarization; 0% vehicle, 100% cell-free pure enzyme wells; activation, % at 5.96 µM; actives 0.073% (n = 340,000);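 active means activation above the mean of all tested compounds plus 3 SD, set per screening campaign, cut at about 17% in these data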
IMP-1 inhibitor = blocks Pseudomonas aeruginosa IMP-1 metallo-beta-lactamase; purified IMP-1, nitrocefin hydrolysis, epi-absorbance fluorescence; actives 0.45% (n = 290,000); inhibition, % at 5.6 µM;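 active means inhibition above the mean plus 3 SD of all compounds in the same screening run, cut at about 4.5% in these data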;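 further: 0% = IMP-1 with DMSO and 100% = DMSO wells lacking enzyme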
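System: Purified IMP-1 | Read-out basis: Percent enzyme inhibition | Controls: IMP-1 with DMSO as 0%, enzyme-free DMSO as 100% | Replicates: One well per compound | Doses: 5.6 µM nominal single concentration | Detection: Epi-absorbance fluorescence, 480 nm excitation, 530 nm emission | Incubation: 25 °C, 15 min preincubation, 25 min reaction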
IDE inh = cellular human IDE inhibition. actives 0.41% (n = 320,000). inhibition, % at 5.59 µM. P14735. HEK cells, FAbetaB cleavage, fluorescence polarization. AID 434962;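 active means percent inhibition above the average of all tested compounds plus 3 SD, set per screening campaign, cut at about 16% in these data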;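 further: IDE supplied by intact live HEK cells; FP after avidin binding of uncleaved biotin substrate so inhibition keeps polarization high; 0% = DMSO wells and 100% = 60 µM reference IDE inhibitor Ii1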
SUMO HTRF inh = inhibitors of human SUMOylation (UBC9); P63279; HTRF SUMOylation assay, SAE1/SAE2 + UBC9, in vitro; inhibition, % at 35 µM; actives 0.36% (n = 290,000); AID 2006; in the data active means inhibition above about 50%, passing the limit was not always enough; further: strong numbers were not always called active
HCV NS3 hel inh = blocks Hepatitis C virus NS3 helicase unwinding | NS3 helicase DNA unwinding, Cy5 molecular beacon fluorescence | inhibition, % at 10.9 µM | actives 0.56% (n = 290,000);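 active means inhibition above the mean of all tested compounds plus 3 SD, set per campaign, cut at about 35% in these data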;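 further: 0% = DMSO wells and 100% = thioflavine S control wells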
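System: Hepatitis C virus NS3 helicase domain fragment enzyme | Reagent: Annealed dual-labelled DNA beacon duplex, ATP-started | Compound dosing: 10.9 µM single point, 0.8% DMSO | Incubation: 1 h reaction at 25 °C, ATP-initiated | Technique: Cy5 fluorescence | Evaluation: Percent inhibition from t60/t0 fluorescence ratio | Benchmarks: Low DMSO, high thioflavine S at 110 µM | Replication: Singlicate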
pCIP destab = lowers stability of the mouse p/CIP coactivator protein; actives 0.01% (n = 290,000); F442A p/CIP-EGFP cells, EGFP fluorescence, 16 h; AID 1984; Q05BA5; decrease of EGFP signal, % at 10 µM;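 active means EGFP signal decrease of at least 30% at 10 µM or well 3 SD below plate mean, unless failing retest; inactive means the rest, including hits failing retest or dose response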; further: some compounds called inactive have numbers as strong as hits; many of its hits are not listed in these tables
Target sequence (Q05BA5 1-1403): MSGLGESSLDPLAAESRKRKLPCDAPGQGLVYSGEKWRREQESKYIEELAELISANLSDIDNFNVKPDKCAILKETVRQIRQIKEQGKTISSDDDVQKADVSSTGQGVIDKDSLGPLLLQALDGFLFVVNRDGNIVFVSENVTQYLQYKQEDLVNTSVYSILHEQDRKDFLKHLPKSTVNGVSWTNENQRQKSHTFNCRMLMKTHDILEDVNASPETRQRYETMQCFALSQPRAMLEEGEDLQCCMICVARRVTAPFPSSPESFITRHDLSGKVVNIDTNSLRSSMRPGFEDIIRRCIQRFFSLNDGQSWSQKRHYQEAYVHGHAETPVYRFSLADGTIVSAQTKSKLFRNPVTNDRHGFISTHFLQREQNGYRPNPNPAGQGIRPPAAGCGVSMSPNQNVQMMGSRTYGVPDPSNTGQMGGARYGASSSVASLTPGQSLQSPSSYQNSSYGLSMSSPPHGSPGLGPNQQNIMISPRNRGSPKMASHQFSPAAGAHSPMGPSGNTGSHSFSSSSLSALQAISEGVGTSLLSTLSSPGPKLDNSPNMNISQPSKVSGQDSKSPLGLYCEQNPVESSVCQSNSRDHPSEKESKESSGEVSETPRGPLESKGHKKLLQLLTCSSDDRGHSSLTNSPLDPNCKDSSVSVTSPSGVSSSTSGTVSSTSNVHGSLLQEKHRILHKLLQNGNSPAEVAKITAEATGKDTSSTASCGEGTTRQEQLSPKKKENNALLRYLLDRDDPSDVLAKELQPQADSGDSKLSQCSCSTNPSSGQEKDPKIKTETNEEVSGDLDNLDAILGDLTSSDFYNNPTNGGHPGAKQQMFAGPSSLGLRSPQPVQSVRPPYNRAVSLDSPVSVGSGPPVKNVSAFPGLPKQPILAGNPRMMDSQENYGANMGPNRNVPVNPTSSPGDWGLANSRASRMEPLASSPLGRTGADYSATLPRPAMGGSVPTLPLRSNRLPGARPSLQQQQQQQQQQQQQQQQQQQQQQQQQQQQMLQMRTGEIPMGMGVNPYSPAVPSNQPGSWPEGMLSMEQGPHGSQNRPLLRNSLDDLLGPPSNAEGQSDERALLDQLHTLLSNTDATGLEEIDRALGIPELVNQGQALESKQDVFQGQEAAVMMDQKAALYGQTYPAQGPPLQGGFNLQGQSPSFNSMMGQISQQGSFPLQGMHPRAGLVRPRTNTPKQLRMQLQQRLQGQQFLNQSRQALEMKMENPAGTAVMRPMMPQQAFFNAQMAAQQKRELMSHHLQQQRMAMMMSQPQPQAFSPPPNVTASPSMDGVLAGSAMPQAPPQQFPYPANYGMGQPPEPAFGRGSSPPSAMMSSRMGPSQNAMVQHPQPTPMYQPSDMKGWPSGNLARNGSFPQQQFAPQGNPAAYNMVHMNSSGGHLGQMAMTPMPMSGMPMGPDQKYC
CRFR2-BP antag = blocks CRF-induced signaling of the CRF-BP/CRF-R2 complex. inhibition, % at 11.8 µM. actives 0.59% (n = 350,000). HEK293 CRF-R2/CRF-BP, CRF-induced calcium fluorescence;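 active means inhibition of the ligand-induced calcium signal above about 50% at the single tested concentration, limit read from the data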
GalR3 antag = blocks the human galanin receptor 3; O60755; HEK293 GalR3-CNG cAMP membrane potential fluorescence; galR3 body fused to GalR1 C-terminus; inhibition, % at 3 µM; actives 0.44% (n = 360,000); AID 651719;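 active means inhibition above the screen-wide average plus 3 SD, cut at about 13% in these data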;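 further: forskolin and galanin both at EC90 stimulate the cells; cAMP rise reported by CNG channel membrane potential dye signal; 0% = forskolin plus galanin with DMSO and 100% = forskolin alone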
Numbers without * were called inactive; . = no result given; & = joins results of further samples.

SMILES | VIM-2 inhibitor | IDE cell activ | IMP-1 inhibitor | IDE inh | SUMO HTRF inh | HCV NS3 hel inh | pCIP destab | CRFR2-BP antag | GalR3 antag
Cc1ccccc1N1C(=O)C(Oc2ccc(Cl)cc2)C1CNCC1CCCO1 (stereo unspecified) | -1.5 | 5 | -2.1 | 4 | -15 | -27 | 7 | 5 | -4
CCc1cccc2c(C(=S)N3CCOCC3)c[nH]c12 | -2.8 | -1 | -2.1 | -5 | 6 | -2 | -7 | 9 | -5
Cc1ccc(NS(=O)(=O)c2ccc(NC(=O)CN(c3cc([N+](=O)[O-])ccc3C)S(C)(=O)=O)cc2)c(C)c1 | -5.5 | -1 | -0.9 | -1 | -22 | -34 | 3 | -42 | -4
CCCCC[C@@H]1C=C(C(=O)O)[C@H](c2ccc3c(c2)OCO3)N1S(=O)(=O)c1ccc(C)cc1 | . | 0 | . | -1 | . | . | . | 8 | -1
CCN(C[C@H]1N[C@@](CC)(C(=O)OC)[C@H]2C(=O)N(Cc3ccccc3)C(=O)[C@@H]12)C(=O)Nc1ccc(Cl)cc1 | . | 1 | . | -2 | . | . | . | 11 | -3
O=C(CS(=O)(=O)Cc1ccccc1)Nc1ccccn1 | 0.0 | 3 | 1.0 | 6 | 8 | 6 | -16 | 7 | -3
COc1ccc(C(=O)CSc2nc(-c3ccccn3)nc(C)c2Cl)cc1 | 29* | 8 | -4.5 | 3 | 16 | 9 | -7 | -13 | -4
CCN(CC(=O)NCc1ccc(F)cc1)C(=O)/C=C/c1ccco1 | -3.4 | -5 | -2.4 | -3 | -12 | 18 | 1 | 9 | 6
CCNc1nc(NC(C)C)nc(Oc2ccc(OCc3ccccc3)nn2)n1 | 0.7 | 3 | -2.6 | 5 | -14 | -8 | 1 | -9 | -7
COc1ccc(CN2C(=O)C(CC(C)C)Nc3ncnc(N4CCN(c5ccccc5)CC4)c32)cc1 (stereo unspecified) | . | 1 | . | -2 | . | . | . | -14 | -8&-6
CC(C)Sc1cc(N2CCCC2)nc(-c2ccccc2)n1 | -2.1 | 1 | -2.5 | 8 | -3 | 4 | -4 | -6 | -1
CC(C)(C)c1ccc(C(=O)NNc2cc(N3CCCCC3)nc(N3CCCCC3)n2)cc1 | -1.9 | 6 | -2.5 | -4 | 31 | 1 | 0 | 9 | -2
COc1cc(C=O)ccc1OS(=O)(=O)c1ccccc1[N+](=O)[O-] | -2.4 | -1 | -2.6 | 3 | -3 | 15 | -7 | -21 | 8
c1ccc(CCNc2nc(-c3ccncc3)cs2)cc1 | -4.4 | 5 | -1.6 | 7 | 6 | -15 | -13 | -2 | -3
CCN(CC)S(=O)(=O)c1cc(C(=O)NCCN2CCOCC2)ccc1Cl | -4.4 | 1 | -5.3 | -4 | -8 | -2 | -7 | 6 | -1
Cc1ccccc1OCC(=O)Nc1c2c(nn1C(C)(C)C)CS(=O)(=O)C2 | -0.5 | 1 | 1.6 | -3 | -1 | -8 | -4 | -8 | -3
COc1ccccc1C(=O)NC(=O)COC(=O)CCOc1ccc(C)cc1 | . | 4 | . | -1 | . | . | . | -2 | -5
Cc1ccc(S(=O)(=O)N/N=C/c2cccc(OC3CSC3)c2)cc1 | -6.0 | -2 | -5.3 | -2 | -9 | -37 | 10 | 9 | -5
OCC1(Cc2ccccc2F)CCCN(CC2CCCCC2)C1 (stereo unspecified) | -1.6 | 1 | -5.3 | 5 | 2 | 6 | 1 | -7 | -12
COc1ccc(NS(=O)(=O)c2cc(NC(=O)CNC(=O)c3ccc(C)s3)ccc2Cl)cc1 | -5.0 | -4 | -4.5 | 12 | -13 | 3 | -24 | 12 | 0
Cc1cc(C)c2[nH]c(=O)c(=O)[nH]c2c1 | -2.4 | 4 | -2.3 | 3 | 11 | -1 | -13 | 4 | -4
Cc1cc(C)c(/C=N/NC(N)=O)c(C)c1/C=N/NC(N)=O | -0.8 | 3 | -2.0 | -1 | 4 | 1 | -16 | 7 | -2
O=C(Nc1nnc(SCc2ccccc2)s1)C1=COCCO1 | . | -3 | . | -2 | . | . | . | -5 | -3
CC1=CCCC(C)(C)C1/C=C/C(C)=N/NC(=O)c1ccncc1 (stereo unspecified) | -2.1 | 1 | -1.8 | -6 | 7 | -4 | 10 | 3 | -3
FC(F)(F)c1cc(C(F)(F)F)c2ccc(Oc3ccccc3)nc2n1 | -1.6 | 3 | 1.0 | 4 | -14 | 2 | -1 | 29 | -2
(listing goes on)
SMILES | VIM-2 inhibitor | IDE cell activ | IMP-1 inhibitor | IDE inh | SUMO HTRF inh | HCV NS3 hel inh | pCIP destab | CRFR2-BP antag | GalR3 antag
O=C(COc1ccccc1)Nc1ccc(OC(F)(F)C(F)F)c(NC(=O)COc2ccccc2)c1 | -0.3 | 10 | -2.1 | -2 | 12 | 6 | -3 | -38 | -6
O=C(NCC(c1ccco1)N1CCc2ccccc2C1)c1ccccc1Br (stereo unspecified) | . | 1 | . | -2 | . | . | . | 11 | -6
c1csc(-c2ccn[nH]2)c1 | -1.0 | 1 | -0.8 | -4 | 22 | 5 | 5 | -10 | 0
O=C(/C=C/c1ccccc1Cl)N1CCOCC1 | -0.5 | 2 | -3.1 | -2 | -19 | -3 | 11 | 0 | -11
O=C(/C=N/NC(=O)c1ccc(Cl)cc1Cl)c1ccccc1 | -3.6 | -4 | -3.3 | -6 | 12 | 8 | -11 | -22 | -4
CCCCn1c(CCNC(=O)CCC)nc2ccccc21 | -0.7 | 6 | -4.5 | -2 | 5 | 1 | -5 | 17 | .
Cc1ccc(Cn2ccc(NC(=O)c3cc(CC(C)C)on3)n2)cc1 | 0.3 | 4 | -2.2 | 7 | -7 | -12 | -5 | 30 | .
Cc1nonc1C(=O)N/N=C/c1cccc(O)c1 | -1.1 | 2 | -2.5 | -3 | 22 | 14 | -2 | -16 | -1
O=C(Nc1cccc(S(=O)(=O)N2CCOCC2)c1)c1ccccn1 | -1.1 | 2 | -2.6 | 4 | 5 | 7 | -3 | 1 | 8
Cn1c(SCC(=O)N2CCCC2)nc2ccccc2c1=O | 4.0 | -2 | 0.4 | 2 | 23 | -4 | -3 | 17 | -6
COC(=O)N/N=C/c1cccs1 | -2.7 | 5 | -2.7 | 2 | -3 | 6 | -10 | 5 | -4
CC(=O)c1cn(C(=O)c2ccc(Cl)cc2)c2ccccc12 | -1.6 | 6 | -1.6 | 3 | -1 | 0 | -5 | 9 | -11
COc1cc(/C=C/C2=NC(=O)C(C)(C)O2)ccc1O | -5.5 | . | -2.4 | -1 | 11 | 5 | -9 | -1 | .
COc1ccc2c3c(cccc13)OC2=O | -1.3 | 1 | -4.2 | 1 | 9 | -8 | 0 | -1 | -7
CCOC(=O)c1nn(-c2ccc(F)cc2)c(=O)cc1OCC(=O)Nc1ccc(F)c(F)c1 | . | -1 | . | 5 | . | . | . | 4 | 0
COc1cc(/C=N/NC(=O)Cc2csc(C)n2)ccc1OCC(C)C | 0.5 | -4 | -1.0 | 0 | 10 | 3 | -4 | -28 | -6
CC(=O)Nc1ccc(S(=O)(=O)Nc2nc3c(s2)CCCC3)cc1 | -3.0 | 2 | -1.2 | 7 | -2 | -1 | 0 | 1 | -6
CC(=O)Nc1ccc(S(=O)(=O)N(Cc2ccco2)CC2CCCO2)cc1 (stereo unspecified) | -2.7 | 5 | -1.5 | 0 | 20 | 4 | -14 | 19 | 0
CCC1=C2CC[C@H]3C(=O)N(c4ccccc4)C(=O)[C@H]3[C@H]2[C@@]2(C)C(=NCC3CC3)OC(=O)N2C1=O | . | 1 | . | -2 | 15 | . | 0 | 0 | -3
CCOc1ccc(/C=N/NC(=O)CC(=O)Nc2ccc(Cl)c(Cl)c2)cc1 | -1.2 | 3 | -0.7 | 1 | 28 | -15 | -8 | 0 | -5
CCc1ccc(CNC(=O)CCn2nc(C)c3c(C)n(-c4ccccc4)nc3c2=O)cc1 | -1.7 | -2 | -1.6 | 0 | 4 | -9 | 3 | -17 | -6
O=C(COc1ccc(Br)cc1)N/N=C1/SCC(=O)N1Cc1ccco1 | -1.8 | 4 | -1.4 | 8 | -14 | 34 | 0 | 6 | 5
COc1cccc(CNCc2ccc(OC)c3ccccc23)c1OC | 0.2 | -4 | 0.2 | 0 | 3 | -64 | 1 | -14 | -10
COC(=O)c1cc(C(=O)Nc2nc3ccccc3[nH]2)cc([N+](=O)[O-])c1 | -4.2 | 1 | -4.5 | -2 | -2 | -17 | -6 | -1 | -4
Cc1ccccc1OCC(=O)Nn1c(COc2ccccc2)nc2ccccc2c1=O | -4.2 | 5 | -2.1 | 5 | -8 | -1 | -3 | -14 | -3
Following part:
SMILES | VIM-2 inhibitor | IDE cell activ | IMP-1 inhibitor | IDE inh | SUMO HTRF inh | HCV NS3 hel inh | pCIP destab | CRFR2-BP antag | GalR3 antag
COC(=O)c1cc(=O)c2cccc(OC)c2[nH]1 | -2.9 | 1 | -1.8 | -1 | 36 | 3 | 0 | 0 | -4
COc1ccc(S(=O)(=O)N2CCCC2)cc1C(=O)N1CCCCC1 | -2.7 | 0 | -2.8 | 3 | 4 | -13 | 14 | 3 | 0
CCN(CC)CCn1c2c(c(SCC(=O)Nc3ccc4c(c3)OCCO4)nc1=O)CCC2 | . | 2 | . | 4 | . | . | . | 8 | 0
C[C@H](CO)N1C[C@H](C)[C@H](CN(C)C(=O)Nc2cccc3ccccc23)Oc2c(NC(=O)c3ccc(-c4nccs4)cc3)cccc2C1=O | . | -4 | . | 6 | . | . | . | -2 | 6
CC(C)(C)OC(=O)NCCc1nnc(SCc2ccccc2Cl)o1 | 0.7 | -2 | -5.4 | 5 | -10 | -5 | -9 | 12 | -1
CCOC(=O)c1cnc2cc(Cl)c(OC)cc2c1NCC1CCCO1 (stereo unspecified) | 0.6 | 6 | -0.9 | -1 | -23 | -3 | 1 | -7 | -5
CCOC(=O)C1CCN(C(=O)COC(=O)c2ccc([N+](=O)[O-])o2)CC1 | . | -2 | . | 4 | . | . | . | -2 | -6
O=C(CNCc1ccco1)Nc1ccc(Oc2ccccc2)cc1 | -3.4 | -2 | -3.6 | 5 | -6 | -2 | -5 | 5 | 0
Cc1ccc(C(C)C)c(OCC(=O)N/N=C/C2CCCCC2)c1 | -3.1 | -1 | -2.7 | 3 | -3 | 16 | 1 | -14 | 0
O=C(Oc1c(Br)cc(C(=S)N2CCOCC2)cc1Br)c1ccc(Cl)cc1 | 1.4 | -1 | -0.1 | 4 | 2 | -10 | -5 | 12 | -2
COc1cc(C(=O)Nc2cccc(NC(=O)c3cccs3)c2)cc(OC)c1OC | 0.9 | -1 | -0.7 | . | 3 | -7 | -3 | -6 | -3
CCOC(=O)NC1(NC(C)C)Oc2ccccc2O1 | -3.0 | 1 | -2.8 | 0 | -11 | 16 | 2 | -6 | 0
CCC[n+]1c(C)sc2c3c(ccc21)CCCC3 | -1.2 | 4 | -2.4 | 2 | 9 | -6 | 5 | 10 | .

Compounds as they come; 3.2% or so of the library scored in one or more.
